GPR55 LPI antagonism: GPR55 antagonists blocking LPI-driven arrestin recruitment, primary screen, imaging, U2OS, beta-arrestin-GFP, LPI agonist (AID 2013); U2OS GPR55 beta-arrestin-GFP translocation imaging, LPI antagonism; higher % means a stronger effect; G-protein coupled receptor 55 (Homo sapiens); inhibition, % at 10 µM; hits with a dose series show IC50 in µM; hit rate 0.13% among 290,000;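 active means spots per cell inhibited over 60%, with over 100 cells counted and total cytoplasm intensity under 500,000; inconclusive means wells with under 100 cells, flagged as likely toxic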;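 further: U2OS cells stably carrying GPR55 and arrestin-GFP stimulated by 5 µM LPI near EC80; imaged beta-arrestin-GFP aggregate spots per cell after agonist stimulation; plate controls were LPI-stimulated DMSO wells for no effect and DMSO wells without LPI for full effect; some results filed as inactive read as strong as hits; confirmed hits need IC50 under 10 µM and bright autofluorescent wells are also inconclusive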
SV40 large T antigen: SV40 large T antigen inhibitors, biochemical (AID 1903) | SV40 large T antigen ATPase/helicase inhibition assay; higher % means a stronger effect | hit rate 0.39% among 310,000 | one-dose inhibition, % at 20 µM; IC50 in µM for titrated hits; in the data active means a potency from the dose series; inconclusive means inhibition mostly from about 32% at the one dose, without a potency; inactive means the rest, 99 in 100 with inhibition below about 32%; further: strong numbers were not always called active
PhoP inhibition: inhibitors of PhoP regulon expression, primary screen, Salmonella Typhimurium, GFP reporter (AID 1863); S. Typhimurium PhoP-regulated promoter GFP reporter, 4 h; higher % means a stronger effect; inhibition, % at 50 µM; hits with a dose series show IC50 in µM; hit rate 0.16% among 300,000;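 active means inhibition over 29.93%, a cutoff 3 SD above the screen mean, later confirmed by dose response; inconclusive means inhibition over 29.93% but no dose response follow-up; inactive means inhibition at most 29.93% or unconfirmed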;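 further: 0% = low Mg2+ inducing control and 100% = high Mg2+ repressing control; strong numbers were not always called active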
NS5 inhibitors: Dengue-2 NS5 methyltransferase inhibitors, primary screen, biochemical, confirmation dose response (AID 588689) | hit rate 0.3% among 340,000 | Dengue-2 NS5 methyltransferase capping enzyme assay, biochemical; higher % means a stronger effect | Genome polyprotein (Dengue virus type 2 (strain 16681-PDK53)) | inhibition, % at 25 µM, or IC50 in µM where a hit was titrated; in the data active means a potency from the dose series; inconclusive means inhibition above about 29% without an active follow-up result
HIV peptide binding: inhibitors of HIV fusion peptide binding, primary screen, biochemical, uHTS, fluorescence dequenching (AID 1986); cell-free peptide binding, fluorescence dequenching, 30 min; higher % means a stronger effect; inhibition, % at 20 µM, or IC50 in µM where a hit was titrated; hit rate 0.3% among 290,000; in the data active means inhibition mostly above about 52%, no sharp cut-off; inactive means mostly below about 76%; further: some results filed as inactive read as strong as hits
K1F lysis inhibition: inhibition of K1F phage lysis, E. coli UTI89, bacterial capsule biogenesis inhibitors, alamar blue (AID 488966) | one-dose inhibition, % at 100 µM; IC50 in µM for titrated hits | E. coli UTI89 K1F phage lysis, alamar blue, 2 h; higher % means a stronger effect | hit rate 0.02% among 340,000;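 active means phage lysis inhibition, versus mean bacterial control, above a set limit; inconclusive means no clear call, values can overlap the other calls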;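 further: capsule biogenesis inhibitors block K1F phage lysis so surviving cells raise fluorescence; higher fluorescence means more inhibition of phage lysis; actives were called in the ten point dose series up to 300 µM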
GPR35 antagonists: GPR35 antagonists blocking zaprinast-driven arrestin recruitment, primary screen, imaging, U2OS, beta-arrestin-GFP, zaprinast agonist (AID 2058) | G-protein coupled receptor 35 (Homo sapiens) | U2OS GPR35 beta-arrestin-GFP translocation imaging, zaprinast antagonism; higher % means a stronger effect | inhibition, % at 10 µM; hits with a dose series show IC50 in µM | hit rate 0.052% among 290,000;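 active means inhibition of at least 50% with at least 30 cells and total cytoplasm GFP at most 10,000,000; inconclusive means under 30 cells or total GFP of 10,000,000 plus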
RSV CPE inhibition: RSV antiviral activity via CPE protection, HEp-2 cells, primary 10 µM value included (AID 2391) | HEp-2 cells, RSV-induced CPE inhibition; higher % means a stronger effect | CPE inhibition, % at 10 µM; hits with a dose series show IC50 in µM | hit rate 0.13% among 310,000; in the data active means a potency from the dose series; inconclusive means CPE inhibition mostly from about 23% at the one dose, without a potency; inactive means the rest, 99 in 100 with CPE inhibition below about 21%; further: strong numbers were not always called active
MgcRacGAP inhibition: MgcRacGAP GTPase-activating activity inhibitors, confirmation, biochemical, ADP Hunter fluorescence; hit rate 0.6% among 340,000; one-dose inhibition, % at 30 µM; IC50 in µM for titrated hits; MgcRacGAP-stimulated Rac1 GTP hydrolysis, ADP Hunter fluorescence; higher % means a stronger effect; GST-tagged Rac1 F28L mutant substrate; AID 624330, 2012;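 active means first-screen hits whose inhibition reached a set limit at any dose in the follow-up dose series; inconclusive means inhibition above the set first-screen limit but never retested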;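 further: fluorescence reports GDP produced by GAP-driven GTP hydrolysis; strong numbers were not always called active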
The depositor's hits bear a star; ? = inconclusive; . = no result given; [ ] = remark or other dose. The order is random; 1.5% or so of the library scored in one or more.

SMILES | GPR55 LPI antagonism | SV40 large T antigen | PhoP inhibition | NS5 inhibitors | HIV peptide binding | K1F lysis inhibition | GPR35 antagonists | RSV CPE inhibition | MgcRacGAP inhibition
COc1cc(C)ccc1OCCOCCOc1ccccc1[N+](=O)[O-] | 7% | 15% | 5% | 1% | -1.2% | 1.4% | 2% | 1.9% | 13%
Cc1noc(C)c1S(=O)(=O)N1CCC(C(=O)NCCCN2CC(C)CC(C)C2)CC1 (configuration not stated) | 14% | 4% | 0% | 4% | 1.1% | -0.6% | 2% | -1.4% | 10%
O=C(Cc1csc(NC(=O)Nc2cccc(Cl)c2)n1)NC1CCCC1 | . | 0% | 2% | -12% | . | 1.7%[50 µM] | . | 1.8% | 3%
CCCCCc1ccc(-c2cn(Cc3ccc(C(=O)c4ccccc4)cc3)nn2)cc1 | 6% | -2% | . | 2% | 1.0% | 0.3% | 10% | 2.8% | 9%
COc1ccc(N(CC(=O)N2CCN(Cc3ccc4c(c3)OCO4)CC2)S(=O)(=O)c2ccc(F)cc2)cc1 | 2% | 8% | -7% | -12% | -2.5% | -0.1%[50 µM] | -2% | -0.6% | 9%
Cc1ccc(C)c(OCCn2ccnc2)c1 | -6% | 7% | 4% | -5% | -0.7% | 1.2% | 1% | 3.5% | 2%
CCOC(=O)c1c(-c2ccc(Cl)cc2)cn2ccccc12 | -7% | 12% | 17% | 4% | -1.2% | 0.1% | 17% | 2.1% | 0%
Cc1ccc(C2C=C(c3ccccc3)Nc3nc(N4C(=O)CCC4=O)nn32)cc1 (configuration not stated) | -1% | 8% | -2% | . | -0.6% | . | 3% | . | .
Cc1ccc2nc(-c3ccncc3)cc(C(=O)Nc3ccc4c(c3)OCCO4)c2c1 | -4% | 6% | -5% | 3% | 1.0% | 0.3% | 3% | 4.5% | 4%
CCOC(=O)c1c(N)sc(C(=O)Nc2ccc3c(c2)OCO3)c1C | 7% | 10% | 3% | 2% | -1.6% | 0.5% | 2% | 2.5% | 6%
CC(=O)c1ccc(NS(=O)(=O)c2cc(-c3cnc(C4CC4)o3)ccc2C)cc1 | -9% | 6% | -1% | -14% | 2.8% | 0.4% | 5% | -1.2% | 11%
CC(C)c1c(O)nc(SCCN(C)C)[nH]c1=O | -1% | 1% | 2% | -3% | 2.6% | 0.4% | 8% | 0.5% | 4%
COc1ccc(OC)c(-c2cc(C(=O)Nc3cc(C)on3)no2)c1 | -1% | 6% | 27% | -4% | -0.7% | 3.5% | 3% | 1.1% | 1%
CC(=O)Nc1c(-c2ccc(F)cc2)nc2ccccn12 | 6% | 1% | -1% | -1% | -1.6% | 0.0% | -2% | 1.8% | 3%
CCOC(=O)C1CCN(c2ncnc3c2c(-c2ccccc2)cn3-c2ccc(C)cc2)CC1 | 12% | 7% | 7% | 3% | -0.5% | 0.1% | -7% | ? | 6%
COc1ccccc1N/C(N)=N/c1nc(CSc2ccc(C)cc2)cc(=O)[nH]1 | 10% | -6% | 10% | -7% | -2.1% | ? | -6% | 2.1% | 10%
Cc1ccnc(NS(=O)(=O)c2ccc(NC(=O)c3c(-c4ccccc4Cl)noc3C)cc2)n1 | 0% | 1% | 1% | -3% | 3.4% | 1.7% | -5% | -0.3% | 6%
CCOc1ccc(Cl)cc1S(=O)(=O)N1CCC(C(=O)NCc2cccnc2)CC1 | -3% | 4% | -4% | -8% | 2.5% | 0.4% | 7% | 2.5% | 6%
Cc1nc2ccccc2c2c1C(=O)N(C)C2=O | -5% | 1% | -6% | 3% | -3.5% | 0.1% | -4% | -1.1% | 3%
COC(=O)c1ccccc1NC(=O)c1cc2nc(C3CC3)cc(C(F)(F)F)n2n1 | 4% | 6% | -12% | 1% | 6.6% | 3.9% | -7% | -0.4% | 8%
COc1ccc2c(c1)C(=NN)c1cc(OC)ccc1-2 | -14% | 3% | 11% | -6% | -3.5% | 0.2% | 2% | ? | 7%
CCOc1ccccc1NC(=O)CSc1ccc(-c2sc(C)nc2C)nn1 | 18% | 8% | -4% | 4% | 2.5% | -0.2% | 5% | 7.5% | 5%
CCOC(=O)C1(CCOC)CCN(C(=O)c2ccccc2-c2cccc(C)c2)CC1 | 4% | 6% | 8% | . | 5.0% | 2.3% | 16% | 0.1% | 5%
Cc1onc(-c2c(Cl)cccc2Cl)c1C(=O)OCC(=O)c1ccccc1 | 11% | -2% | -6% | -4% | -1.2% | -0.8% | 15% | 4.8% | -2%
O=C(CCCCCN1C(=O)CCC1=O)Nc1ccc2c(c1)OCO2 | -1% | 2% | -13% | -4% | -2.5% | 0.6% | -10% | 1.2% | 6%
CCOc1ccc(NS(=O)(=O)c2ccc3c(c2)N(C(C)=O)CCO3)cc1 | -4% | 10% | 9% | -11% | 0.8% | -0.1% | -6% | 17% | 2%
O=C(Cc1ccccc1)NNC(=O)Nc1ccc(Cl)c(Cl)c1 | 19% | 3% | -7% | -11% | -1.0% | 0.4% | 1% | 2.7% | 7%
COc1cccc(CN2CC(C(=O)N3CCOCC3)CCC2=O)c1 (configuration not stated) | 15% | . | -2% | -3% | -0.6% | 0.2% | 6% | 2.0% | 5%
COc1cccc(C(=O)Nc2ccc(NC(=O)C(C)(C)C)cn2)c1 | 12% | -2% | 2% | -1% | 2.2% | -1.3% | -2% | 1.9% | 5%
C/C(=N\Nc1ccc(C#N)cc1[N+](=O)[O-])c1ccc(O)cc1 | -5% | 21% | -9% | -8% | -1.6% | -0.1% | -8% | 12% | 9%
C/C(=N\NC(=O)CNC(=O)c1ccc(Br)cc1)c1ccco1 | 4% | 12% | -3% | -6% | -1.0% | 0.2% | -7% | 0.0% | 9%
COc1ccc(NC(=O)O/N=C/c2ccc(Br)cc2)cc1 | 6% | 7% | 12% | 1% | 1.0% | 0.1% | 6% | 2.6% | 6%
CSCC[C@H](NC(=O)[C@H](Cc1ccccc1)n1c(=O)[nH]c2ccccc2c1=O)C(=O)N[C@@H](Cc1ccccc1)C(=O)O | 7% | 1% | 5% | -1% | 3.2% | 1.7% | 6% | . | 2%
Cc1cc(C)cc(-n2c(SCC(=O)Nc3cccc(S(=O)(=O)NC4=NCCCCC4)c3)nc3ccccc3c2=O)c1 | 9% | 17% | 6% | 0% | 1.1% | 3.0% | 7% | 14% | 5%
CC(=O)Nc1ccc(S(=O)(=O)N2c3ccccc3C(C)=CC2(C)C)cc1 | -18% | 1% | -5% | 5% | 0.1% | 0.1% | 26% | 1.3% | 9%
COc1ccc(N2CCN(c3nc4ccccn4c(=O)c3C=O)CC2)cc1 | -1% | ? | -16% | 17% | 57% | 3.7% | -11% | 0.6% | 20%
CC(Sc1nnc(-c2ccco2)n1C)C(=O)NC1CCCC1 (configuration not stated) | . | . | . | 0% | . | 0.6%[50 µM] | . | 0.2% | 2%
Cc1ccccc1C(=O)Nc1nnc(S(=O)(=O)N2CCCCC2)s1 | 8% | 16% | . | -3% | 2.5% | -2.4% | -15% | -0.4% | 3%
CCC(C(=O)OCC(=O)N(CCOC)c1c(N)n(Cc2ccccc2)c(=O)[nH]c1=O)c1ccccc1 (configuration not stated) | 16% | 9% | -3% | 3% | -1.1% | 0.1% | -3% | 0.6% | 4%
Cc1cc(C)n2nc(N)c(N=Nc3ccc(Cl)cc3)c2n1 | 12% | 4% | -5% | -3% | 0.3% | 0.5%[50 µM] | 5% | 0.8% | 8%
CONc1nc(NC(C)(C)C)nc(OCC#N)n1 | 5% | 24% | 3% | -6% | -0.7% | 2.6%[50 µM] | 8% | 0.2% | 8%
COc1ccc(N2C(=NC(=O)C(C)Oc3ccccc3)SC3CS(=O)(=O)CC32)cc1 (configuration not stated) | 5% | 6% | -5% | -2% | 0.9% | 0.6% | -17% | 2.0% | 6%
Cc1cccc(NC(=O)c2ccc([N+](=O)[O-])s2)n1 | 6% | 0% | -6% | 0% | 0.9% | 3.9% | 12% | 4.2% | 3%
COc1ccc(-c2cc(C(=O)Nc3c(C)n(C)n(-c4ccccc4)c3=O)no2)cc1OC | 19% | 17% | -7% | 1% | 0.4% | -0.2% | 3% | 0.7% | 0%
Clc1ccc(-c2ccccc2)nn1 | -2% | 10% | 3% | . | -2.5% | . | -2% | 0.1% | .
Cc1nn(CC(=O)NCCc2ccco2)c(=O)c2nn(-c3ccccc3)c(C)c12 | 14% | 10% | -1% | -16% | 3.8% | 0.4% | -8% | 1.9% | 10%
Cc1ccccc1CSc1nc2c(c(=O)[nH]1)CCCC2 | 10% | 8% | 6% | . | 0.2% | . | -16% | 0.8% | .
CC(O)c1nc2ccccc2n1C1CCCCC1 (configuration not stated) | 3% | 2% | -4% | -2% | 0.0% | 4.0% | -10% | 0.1% | -1%
COc1cc(/C=C/C(=O)OCC(=O)NC(=O)NC(C)C)cc(S(=O)(=O)N2CCc3ccccc32)c1OC | -2% | 6% | -5% | 1% | -0.7% | 0.4% | -9% | 8.7% | 0%
COc1ccc(OC)c(NC(=O)c2ccc(S(=O)(=O)N3CCOCC3)cc2)c1 | -3% | 10% | -4% | -5% | 0.9% | 0.1% | 3% | 0.5% | 2%
Nn1c(SCC(=O)Nc2ccc3c(c2)OCCO3)nnc1-c1cccnc1 | 8% | 12% | -4% | 2% | 0.2% | 0.2%[50 µM] | 14% | 1.7% | 6%
CCCC(=O)N1CC(=O)Nc2ccc(F)cc2C1c1ccccc1 (configuration not stated) | 10% | -6% | 15% | 4% | -1.3% | 1.1% | -7% | -0.1% | 0%
CCOc1ccc(N(CC(=O)NCCc2ccccc2)S(=O)(=O)c2ccccc2)cc1 | 6% | 4% | 1% | -7% | -0.5% | -0.1% | 7% | 0.4% | 6%
O=C(COC(=O)COc1cccc(Br)c1)Nc1c(Cl)cccc1Cl | 2% | 10% | -5% | -4% | 0.3% | 0.1% | -4% | 1.1% | -9%
O=C(O)c1cccc(-c2ccc(/C=C3/SC(=Nc4ccccc4)N(Cc4cccnc4)C3=O)o2)c1 | -3% | 30% | -5% | 3% | 55% | -1.3%[50 µM] | 14% | 19% | 9%
CC1(C)Cc2c(C#N)c(SCCC#N)nc(N3CCOCC3)c2CO1 | 1% | 4% | -9% | -5% | 1.3% | -0.3%[50 µM] | -14% | 3.3% | .
COc1ccc(NC2CCCN(C(=O)CCn3cccn3)C2)cc1 (configuration not stated) | 7% | 9.7µM* | -2% | -3% | 0.2% | 0.0% | 3% | 1.0% | ?

Compound activity (PubChem BioAssay)
